# Screening data as filed in PubChem.
# HADH2 inh – blocks human hydroxyacyl-CoA dehydrogenase type II; recombinant HADH2, NADH fluorescence, beta-hydroxybutyryl-CoA; 73,000 tested, 3.4% active; AID 886; Potency, µM (doses to about 57.1 µM), without a hit: at the top dose activity change, negative = inhibition, most hits filed as inhibitors; Q99714; also: potency is read from the fitted curve at half-maximal effect; % is scaled to controls: 0 for no effect and ±100 for the full control effect; nearly all actives have a fitted effect of over 60% in size; many of its hits are not listed in these tables
#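 Read-out: 360 nm excitation, 450 nm emission, kinetic over 4 min. Conditions: His-tagged human HADH2 20 nM, pH 9.0 Tris with Tween-20, 1 mM NAD+, 90 uM beta-hydroxybutyryl-CoA.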
# DNA Pol III inh – blocks replication by bacterial DNA polymerase III holoenzyme. reconstituted DNA polymerase III holoenzyme replication, biochemical. Potency, µM (highest dose often 57.1 µM), without a hit: at the top dose activity change, negative = inhibition. 71,000 tested, 0.25% active; also: potency is read from the fitted curve at half-maximal effect; % is scaled to controls: 0 for no effect and ±100 for the full control effect
#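 Reconstituted *E. coli* holoenzyme (0.35 nM Pol III, 1 nM beta, 154 nM SSB, 2 nM primase) was preincubated with compound for 15 min at RT. Synthesis on 1.4 nM ssM13Gori ran 35 min, then was stopped with PicoGreen/EDTA and read as dsDNA fluorescence.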
# Casp7 inh – caspase-7 (human) inhibition, allosteric or competitive; recombinant caspase-7, Ac-DEVD-AFC fluorescence rate; Potency, µM (highest dose often 57.5 µM), for the others: top-dose activity change, negative = inhibition, usual class: inhibitors; P55210; 75,000 tested, 0.02% active; active = well fitted inhibition curve with a large enough effect in the main read-out, with a control signal flat, not every such curve was filed as active; inconclusive = small, poorly fitted or top-dose-only effect, or a change in a side signal; also: potency is read from the fitted curve at half-maximal effect; % of control where 0% means no effect
# BRCT PPI red – inhibitors of human BRCA1 BRCT-phosphoprotein interaction (red fluorophore) | P38398 | BRCT-phosphopeptide binding, red fluorescence polarization | Potency, µM (titrated, usually from 76.9 µM), inactives show top-dose activity change, negative = inhibition, most hits filed as inhibitors | 75,000 tested, 0.03% active; also: % is scaled to controls: 0 for no effect and ±100 for the full control effect
# Target sequence (P38398 whole entry, looked up): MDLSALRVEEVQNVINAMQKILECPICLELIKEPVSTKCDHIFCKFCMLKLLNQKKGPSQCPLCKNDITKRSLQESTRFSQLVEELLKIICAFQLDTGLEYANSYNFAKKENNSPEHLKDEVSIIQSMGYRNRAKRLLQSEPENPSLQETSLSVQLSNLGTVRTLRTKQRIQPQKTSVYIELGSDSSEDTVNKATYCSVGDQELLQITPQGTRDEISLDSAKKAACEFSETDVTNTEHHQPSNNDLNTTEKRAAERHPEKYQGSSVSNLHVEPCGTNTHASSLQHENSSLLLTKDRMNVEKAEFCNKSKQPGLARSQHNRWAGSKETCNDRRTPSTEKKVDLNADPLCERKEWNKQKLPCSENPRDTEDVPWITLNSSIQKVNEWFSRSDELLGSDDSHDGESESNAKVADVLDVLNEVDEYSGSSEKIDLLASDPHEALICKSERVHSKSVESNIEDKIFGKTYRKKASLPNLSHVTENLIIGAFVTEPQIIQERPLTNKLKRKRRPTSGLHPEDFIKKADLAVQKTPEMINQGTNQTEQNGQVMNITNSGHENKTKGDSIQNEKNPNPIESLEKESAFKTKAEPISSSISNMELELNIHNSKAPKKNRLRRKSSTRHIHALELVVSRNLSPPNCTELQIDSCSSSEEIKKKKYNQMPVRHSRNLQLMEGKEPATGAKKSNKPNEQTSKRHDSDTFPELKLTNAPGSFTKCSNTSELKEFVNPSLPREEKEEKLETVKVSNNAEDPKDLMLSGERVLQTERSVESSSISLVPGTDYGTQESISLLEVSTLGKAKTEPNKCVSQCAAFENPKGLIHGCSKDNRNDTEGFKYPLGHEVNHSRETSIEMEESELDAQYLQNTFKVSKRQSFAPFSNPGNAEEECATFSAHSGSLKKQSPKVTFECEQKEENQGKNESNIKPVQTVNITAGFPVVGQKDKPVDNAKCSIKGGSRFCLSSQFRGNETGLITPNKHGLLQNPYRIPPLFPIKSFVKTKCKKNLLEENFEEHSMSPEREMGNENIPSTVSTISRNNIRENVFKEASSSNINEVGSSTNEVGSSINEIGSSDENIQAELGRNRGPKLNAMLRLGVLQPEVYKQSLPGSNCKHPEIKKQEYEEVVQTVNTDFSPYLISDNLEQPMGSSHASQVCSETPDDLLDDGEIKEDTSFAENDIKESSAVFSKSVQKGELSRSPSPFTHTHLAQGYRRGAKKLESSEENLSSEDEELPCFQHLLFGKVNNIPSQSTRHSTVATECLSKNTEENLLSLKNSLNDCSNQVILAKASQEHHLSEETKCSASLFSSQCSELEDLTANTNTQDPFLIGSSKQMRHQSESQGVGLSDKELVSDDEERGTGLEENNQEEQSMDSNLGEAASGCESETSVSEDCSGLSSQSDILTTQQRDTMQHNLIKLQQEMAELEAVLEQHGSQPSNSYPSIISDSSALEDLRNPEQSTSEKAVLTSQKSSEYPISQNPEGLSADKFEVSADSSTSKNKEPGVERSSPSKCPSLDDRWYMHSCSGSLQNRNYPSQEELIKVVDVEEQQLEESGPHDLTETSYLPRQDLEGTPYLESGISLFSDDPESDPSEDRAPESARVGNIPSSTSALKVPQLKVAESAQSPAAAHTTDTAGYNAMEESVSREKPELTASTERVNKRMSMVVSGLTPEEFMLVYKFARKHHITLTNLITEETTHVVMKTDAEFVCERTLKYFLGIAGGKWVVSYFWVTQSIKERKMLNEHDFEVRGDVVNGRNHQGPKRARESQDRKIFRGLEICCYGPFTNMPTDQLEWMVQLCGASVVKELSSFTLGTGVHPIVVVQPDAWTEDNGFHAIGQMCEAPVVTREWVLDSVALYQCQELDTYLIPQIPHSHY
#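 Rhodamine-labelled pBACH1 10-mer (100 nM) bound to BRCT domain (100 nM) at pH 7.3; compounds incubated 12 min room temperature, polarization read. Free peptide defines full inhibition; unlabelled decapeptide titrated as control.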
# Caspase-1 inhib – allosteric or competitive inhibitors of human caspase-1 | Potency, µM (highest dose often 57.5 µM), for inactives: top-dose activity change, negative = inhibition, usual class: inhibitors | P29466 | Caspase-1 enzyme, Ac-WEHD-AFC fluorogenic rate | 75,000 tested, 0.03% active;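 also: potency is read from the fitted curve at half-maximal effect; plate controls were vehicle for no effect and no substrate for full effect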
# Tau filament bind – tau filament binding; P10636; Potency, µM (titrated, usually from 57.1 µM), for the others: top-dose activity change, negative = inhibition; 71,000 tested, 2% active; recombinant tau filaments, thioflavin S fluorescence, 15 h; filaments grown with octadecylsulfate alongside compound;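 also: potency is read from the fitted curve at half-maximal effect; % is scaled to controls: 0 for no effect and ±100 for the full control effect; actives lower thioflavin S fluorescence by blocking filaments or displacing dye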
#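 ThS-based fibril read: tau 1 uM final, inducer ODS 30 uM final, 37 C for 15 h, ex 450/em 510 nm.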
# USP2a inhib – inhibitors of human ubiquitin-specific protease USP2a; Potency, µM (series often up to 38.3 µM), for inactives: at the highest dose activity change, negative = inhibition, hits mostly inhibitors; USP2a enzymatic assay, qHTS inhibition; AID 927; 60,000 tested, 0.1% active;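 also: potency is read from the fitted curve at half-maximal effect; nearly all actives have a fitted effect of over 60% in size; plate controls were DMSO for no effect and NEM full inhibition control for full effect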
#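 Inhibition is measured in a cell-free coupled assay with 20 nM USP2 core, 20 nM Ub-PLA2 and 20 uM NBD C6-HPC, 2.5 h incubation. Activity normalized to NEM control.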
# BRCT PPI green – inhibitors of human BRCA1 BRCT-phosphoprotein interaction (green fluorophore) | P38398 | BRCA1 BRCT-phosphopeptide binding, green fluorescence polarization | Potency, µM (highest dose often 76.9 µM), for inactives: at the highest dose activity change, negative = inhibition, most hits filed as inhibitors | 75,000 tested, 0.05% active | AID 875;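 also: potency is read from the fitted curve at half-maximal effect; plate controls were peptide without protein for full effect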
#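 Compounds were incubated for 12 min at room temperature with a complex of 100 nM fluorescein-tagged pBACH1 decapeptide and 250 nM His-tagged BRCT protein. Buffer was phosphate pH 7.3 with EDTA, DTT and Tween 20. Disruption of binding lowers the polarization signal.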
# Rhodamine autofl – compound fluoresces in the rhodamine spectral region; Rhodamine-region fluorescence, 547/598 nm, Tris buffer; hits give high values; max dye-equivalent concentration, M; 59,000 tested, 0.05% active; AID 594; in the data active = max dye-equivalent concentration above about 11 nM; inconclusive = between about 1.1 nM and that limit
#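 Read-out is relative fluorescence at 547 nm excitation and 598 nm emission, expressed as dye-equivalent concentration using rhodamine standards on every plate. Each compound was profiled across a concentration series after 15 min in 100 mM Tris, pH 8.0.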
# ALOX15 inhib – inhibitors of human 15-lipoxygenase (ALOX15); AID 887; P16050; 74,000 tested, 1.4% active; purified 15hLO-1, xylenol orange hydroperoxide absorbance; Potency, µM (series often up to 57.1 µM), without a hit: at the top dose activity change, negative = inhibition, hits mostly inhibitors; also: potency is read from the fitted curve at half-maximal effect; % is scaled to controls: 0 for no effect and ±100 for the full control effect; nearly all actives have a fitted effect of over 55% in size
#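 Quantitative HTS in 25 mM Hepes pH 7.5 containing 0.01% Triton X-100: human 15hLO-1 at 40 nM, arachidonic acid at 50 uM, 6 min turnover. Product quantified via ferrous oxidation/xylenol orange, 573:405 nm absorbance ratio.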
# HEK293 cAMP ctrl – parental HEK293 cAMP activation (counter-screen). parental HEK293 CNG cAMP sensor, membrane potential fluorescence. 73,000 tested, 2.5% active. Potency, µM (series often up to 57.1 µM), for the others: at the highest dose activation, most hits filed as activators; also: potency is read from the fitted curve at half-maximal effect; % of control where 0% means no effect; nearly all actives have a fitted effect of over 55% in size
#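 Parental HEK 293 cells stably expressing a cAMP-gated CNG channel were loaded with membrane potential dye containing 100 uM RO 20-1724 for 60 min. Compound added for 30 min; depolarization read as fluorescence intensity at 590 nm.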
# * = called active by the depositor; i = inactive; ? = inconclusive; nt = not tested or not shown; [ ] = another dose, or the depositor's remark. Unless noted, calls follow the shape of the dose curve; as a rule, active = well fitted curve in the direction sought with a large enough effect; inconclusive = small, poorly fitted or top-dose-only effect, or another doubt; inactive = no such curve, though single readings can be large; an effect the other way counts as inactive or inconclusive. An excerpt. The share of hits here may be higher or lower than overall.
SMILES,HADH2 inh,DNA Pol III inh,Casp7 inh,BRCT PPI red,Caspase-1 inhib,Tau filament bind,USP2a inhib,BRCT PPI green,Rhodamine autofl,ALOX15 inhib,HEK293 cAMP ctrl
COC(=O)Nc1ccc(S(=O)(=O)N2CCCc3ccccc32)cc1,-2%,4%,-5%,-1.0%,-2%,-2%,6%,0.0%,i,-6%,?
CCN(C1CCS(=O)(=O)C1)S(=O)(=O)c1cccs1 (stereo not drawn),5%,-2%,-1%,0.0%,1%,-7%,-3%,0.6%,i,6%,17%
CCN(CC)c1ccc2c(C)cc(=O)oc2c1,32µM*,2%,?,0.5%,?,56%,nt,-4.1%,nt,-5%,6%
Cn1c(C(=O)NC2CCCC2)cc2c(=O)n(C)c3ccccc3c21,4%,-8%,-3%,-1.0%,3%,48%,nt,3.1%,nt,4%,2%
CN(C/C(O)=C(\C#N)c1ccccc1)C1CCCCC1,-3%,4%,2%[0.00368 µM],0.1%,-1%,6%,-6%,-2.5%,i,7%,2%
Cc1nc2sc3c(c2c(=O)o1)CCCC3,-23%,-7%,0%,-1.0%,-1%,8%,-12%,1.1%,i,-3%,-2%
CCOC(=O)C1=C(C)NC(=O)NC1c1ccccc1Cl (stereo not drawn),2%,-1%,0%,0.0%,2%,-6%,-7%,0.2%,i,-1%,14%
O=c1c2ccccc2nnn1CSc1nc2sc3c(c2c(=O)n1CC1CCCO1)CCC3 (stereo not drawn),-6%,3%,-21%,-2.8%,-3%,-11%,13%,-1.1%,i,-1%,25%
CCn1c(SCC(=O)Nc2ccccc2C)nnc1-c1ccccc1O,2%,3%,-2%,-0.2%,-1%,2%,7%,0.3%,i,-3%,-3%
CCOC(=O)Cn1c(=O)oc2cc(S(=O)(=O)Nc3ccc(F)cc3)ccc21,1%,-5%,-1%,-0.6%,-2%,-12%,nt,2.1%,nt,-8%,1%
CCOC(=O)C[C@@H](CC(C)=O)C(=O)OCC,-12%[11.4 µM],nt,0%[11.5 µM],0.0%[15.4 µM],2%[11.5 µM],nt,nt,-0.9%[15.4 µM],nt,0%[11.4 µM],1%[11.4 µM]
O=C(COc1nnc2ccccn12)N1CCN(S(=O)(=O)c2ccccc2)CC1,56%[activator],?,0%,-0.6%,1%,6%,2%,-1.0%,i,14%,6%
c1nc2nc3c(c(N4CCOCC4)n2n1)CCCC3,-24%,-8%,-1%,-0.5%,1%,9%,1%,-6.2%,i,-16%,5%
O=C(O)CCC1COc2ccccc2O1 (stereo not drawn),0%,1%,-3%,1.2%,-3%,8%,-9%,-1.0%,i,-10%,6%
CCOC(=O)c1ccc(N=CC2=C(O)CC(C)(C)CC2=O)cc1,-11%,nt,1%,-2.4%,2%,nt,nt,-3.9%,nt,9%,?
CN1CCN(C(=O)c2ccc3c(=O)n(Cc4ccc(Cl)cc4)c(=S)[nH]c3c2)CC1,-3%,1%,-17%,0.0%,-4%,-23%,44%[activator],-0.6%,i,-20%,1%
O=C1C2=C(c3ccccc31)[N+](=O)[C@@H]1CCCC[C@@H]1N2[O-],?,-8%,-17%,-0.7%,?,7%,-8%,-0.4%,i,-22%,4%
Cc1ccc2c(c1)N(CCC(=O)NCc1ccco1)C(=O)CO2,1%,-14%,0%,-1.6%,1%,8%,3%,-1.3%,i,-2%,6%
O=C(O)CN1CCN(Cc2ccccc2)C1=O,1%,-10%,-2%,-1.3%,-3%,3%,2%,-0.4%,i,1%,1%
C=C1CC/C=C(\C)CC[C@@H]2[C@@H]1CC2(C)C,nt,nt,-2%,-0.9%,1%,nt,nt,0.0%,nt,12%[25.6 µM],nt
Cc1ccc2c(c1)nnn2C1CCN(C(=O)c2cccs2)CC1,-13%,-6%,-1%,-0.6%,1%,0%,29%,1.0%,i,0%,5%
Cc1ccc2ccccc2c1COC(=O)c1nonc1N,1%,-2%,-2%,0.5%,-1%,8%,3%,0.7%,i,-11%,16µM*
CO[C@@H]1COC(=O)[C@@H](CCSC)NC(=O)C/C=C\[C@@H](C)COC(=O)[C@H](C)NC(=O)C/C=C\[C@H]1C,-2%[11.4 µM],nt,-3%[11.5 µM],0.9%[15.4 µM],-2%[11.5 µM],nt,nt,1.9%[15.4 µM],nt,-1%[11.4 µM],-3%[11.4 µM]
CCCn1c(C)nc2c(NCCN3CCOCC3)nc(C)nc21,13%,-3%,0%,-1.6%,3%,9%,nt,-0.7%,nt,4%,0%
COC(=O)C1(C)NC(c2cccs2)C2C(=O)N(c3ccccc3F)C(=O)C21 (stereo not drawn),3%,-6%,1%,1.3%,-1%,-4%,30%[activator],-6.6%,i,0%,10%
# Other structures:
SMILES,HADH2 inh,DNA Pol III inh,Casp7 inh,BRCT PPI red,Caspase-1 inhib,Tau filament bind,USP2a inhib,BRCT PPI green,Rhodamine autofl,ALOX15 inhib,HEK293 cAMP ctrl
CCCCCCC(=O)N(O)C1CC(=O)N(c2ccccc2)C1=O (stereo not drawn),-25%,1%,-1%,0.1%,1%,-4%,3%,0.6%,i,2%,7%
O=C(O)C1C2CCC(C2)C1C(=O)NCCCn1ccnc1 (stereo not drawn),2%,nt,-1%,-0.4%,0%,nt,nt,-1.8%,nt,3%,8%
N#Cc1nc(-c2ccccc2Cl)oc1NCc1ccco1,32%[activator],-3%,-1%,-1.4%,0%,-12%,-13%,-1.0%,i,?,8%
COc1cc(O)c2c(=O)cc(C)oc2c1CC=C(C)C,nt,nt,-3%,-0.3%,-1%,nt,?,-1.8%[3.08 µM],nt,-21%,nt
CC1CN(C(=O)CN2C(=O)NC3(CCCCCCC3)C2=O)CC(C)O1 (stereo not drawn),-8%,-4%,0%,-0.4%,-1%,-8%,2%,-1.5%,i,14%,1%
CCOc1ccc(N(Cc2cc3cc(OC)ccc3[nH]c2=O)C(=O)C2CCCO2)cc1 (stereo not drawn),-4%,6%,-1%,0.3%,0%,-9%,23%,1.7%,i,-6%,15%
Cn1c(=O)oc2cc(S(=O)(=O)NC3CCN(Cc4ccccc4)CC3)ccc21,1%,-8%,-2%,-0.1%,-4%,112%,nt,-1.1%,nt,3%,0%
COCc1nnc(NC(=O)c2ccc(S(=O)(=O)N3CCCCCC3)cc2)o1,1%,-2%,2%,-0.8%,-2%,-2%,13%,0.4%,i,36%[activator],3%
CC1(COc2ccc(C[C@H]3SC(=O)NC3=O)cc2)CCCCC1,0%,-6%,-1%,-8.8%,0%,?,nt,-26%,nt,?,18%
CC(=O)[C@H]1CC[C@@H]2[C@H]3CC=C4C[C@@H](O)CC[C@]4(C)[C@H]3CC[C@]12C,5%[25.6 µM],-5%[25.6 µM],2%[25.7 µM],-1.2%[34.4 µM],-2%[25.7 µM],17%[25.6 µM],12%[17.1 µM],-3.0%[34.4 µM],i,-3%[25.6 µM],7%[25.6 µM]
CCC(c1nnnn1Cc1ccco1)N(CCN1CCOCC1)Cc1cc2cc(C)ccc2[nH]c1=O (stereo not drawn),-8%,-5%,-3%,1.1%,-9%,46%,25%,1.7%,i,-13%,?
O=C(C1CCN(S(=O)(=O)c2cccc3nsnc23)CC1)N1CCn2c1nc1ccccc12,?,-2%,0%,-1.5%,1%,-10%,45%[activator],1.2%,i,-7%,-10%
COc1ccc(N2C(=O)C3CCCN3C2c2cccs2)cc1 (stereo not drawn),-4%,-4%,-4%,-1.5%,-3%,4%,nt,-1.3%,nt,5%,9%
Cc1c(Cl)cccc1NC(=O)C[C@H]1Sc2ccccc2NC1=O,6%[11.4 µM],-10%[11.4 µM],2%[11.5 µM],-0.6%[15.4 µM],0%[11.5 µM],-14%[11.4 µM],nt,2.1%[15.4 µM],i,2%[11.4 µM],-12%[11.4 µM]
Cc1onc(-c2ccccc2)c1C(=O)NC(C)C,6%,-1%,-1%,-1.1%,5%,-10%,nt,-0.8%,nt,-6%,6%
COCC(C)NCc1ccccc1C (stereo not drawn),3%,-1%,1%,0.9%,-2%,3%,-5%,-1.5%,i,-2%,2%
COC(=O)NC1(C(F)(F)F)C(=O)NC(C)=C1C(=O)OC (stereo not drawn),7%,-2%,-1%,-1.2%,-2%,10%,-3%,1.3%,i,5%,-2%
CCC(C)(C(=O)NC1CCCC1)N(C(=O)CNC(C)=O)c1ccc(C)cc1 (stereo not drawn),4%,1%,-2%,-0.5%,0%,-10%,8%,-0.7%,i,2%,1%
COCCOC(=O)c1c(C)oc2ccc(OCc3cc(C(=O)OC)oc3C)cc12,4%,1%,-1%,1.0%,-3%,5%,0%,-0.3%,i,-15%,25µM*
